WRN inhibitor: qHTS for Inhibitors of WRN Helicase | Potency, µM (top dose mostly 114 µM), inactives show at the top dose activity change, negative = inhibition, most hits filed as inhibitors | WRN helicase unwinding, fluorescent forked duplex, kinetic | 0.46% of 360,000 active | Bifunctional 3'-5' exonuclease/ATP-dependent helicase WRN (Homo sapiens), Q14191; further: potency means the concentration at half of the fitted maximal effect; on the % scale 0 is the no-effect control and ±100 the full control effect; nearly all actives have a fitted effect of over 55% in size
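Enzyme (20 nM final) and test compound sit together 15 min at room temperature before substrate addition. Substrate is a single-forked duplex oligonucleotide (100 nM) labelled with fluorophore and quencher, with 2 mM ATP; helicase unwinding raises red fluorescence, read kinetically.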
IL2 activator: qHTS of IL-2 Activators; IL-2 activation reporter assay, cell-based qHTS; stimulated with anti-CD3/CD4/CD28 beads; in transgenic mouse T cells; activation, % (series mostly up to about 46 µM); 0.065% of 360,000 active; AID 652025, 2013; in the data active means activation above about 50%; inconclusive means mostly about 30% to 49%; further: 0% is about no effect
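Quantitative HTS in unstimulated transgenic mouse T cells, with memory T cells as non-tolerant control and PMA/ionomycin as tolerance-bypass control. Compound pretreatment lasted 60 minutes before 18 h bead stimulation; EGFP/DsRed fluorescence read.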
DRD3 antagonist: qHTS of D3 Dopamine Receptor Antagonist: qHTS | 2.5% of 360,000 active | D(3) dopamine receptor (Homo sapiens), P35462 | D3R cells, DiscoveRx beta-arrestin luminescence, antagonist mode; active compounds read low | max response, negative = inhibition, %; in the data active means max response below about -50%; inconclusive means no clear call, values can overlap the other calls; further: on the % scale 0 is the no-effect control and ±100 the full control effect; mostly tested at two doses, the higher about 12 µM
Target sequence (P35462 whole entry, looked up): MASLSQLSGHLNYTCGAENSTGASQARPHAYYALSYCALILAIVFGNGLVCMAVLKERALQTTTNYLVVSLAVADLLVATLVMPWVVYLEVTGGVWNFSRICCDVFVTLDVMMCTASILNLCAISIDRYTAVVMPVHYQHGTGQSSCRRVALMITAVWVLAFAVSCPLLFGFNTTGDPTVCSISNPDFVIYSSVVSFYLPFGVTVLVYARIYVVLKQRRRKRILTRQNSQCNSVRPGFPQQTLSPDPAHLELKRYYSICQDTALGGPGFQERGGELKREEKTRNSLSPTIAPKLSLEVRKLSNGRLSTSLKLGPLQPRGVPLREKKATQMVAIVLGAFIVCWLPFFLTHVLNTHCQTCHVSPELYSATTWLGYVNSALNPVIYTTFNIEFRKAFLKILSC
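Cells expressing the human receptor were seeded at 1500 cells/well, incubated overnight at 37 degrees C in 5% CO2, then exposed to library compounds with dopamine controls for 90 minutes at 37 degrees C before luminescent detection.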
PLK1 PBD inh: qHTS for Inhibitors of PLK1-PDB (polo-like kinase 1 - polo-box domain): Primary Screen. Plk1 PBD binding of FITC phosphopeptide, fluorescence polarization. 2.8% of 360,000 active. Potency, µM, inactives show max response, negative = inhibition, actives largely listed as inhibitors. Serine/threonine-protein kinase PLK1 (Homo sapiens), P53350; further: potency means the concentration at half of the fitted maximal effect; series mostly up to about 57 µM; on the % scale 0 is the no-effect control and ±100 the full control effect; nearly all actives have a fitted effect of over 65% in size
Target sequence (P53350 whole entry, looked up, the tested form may be a part): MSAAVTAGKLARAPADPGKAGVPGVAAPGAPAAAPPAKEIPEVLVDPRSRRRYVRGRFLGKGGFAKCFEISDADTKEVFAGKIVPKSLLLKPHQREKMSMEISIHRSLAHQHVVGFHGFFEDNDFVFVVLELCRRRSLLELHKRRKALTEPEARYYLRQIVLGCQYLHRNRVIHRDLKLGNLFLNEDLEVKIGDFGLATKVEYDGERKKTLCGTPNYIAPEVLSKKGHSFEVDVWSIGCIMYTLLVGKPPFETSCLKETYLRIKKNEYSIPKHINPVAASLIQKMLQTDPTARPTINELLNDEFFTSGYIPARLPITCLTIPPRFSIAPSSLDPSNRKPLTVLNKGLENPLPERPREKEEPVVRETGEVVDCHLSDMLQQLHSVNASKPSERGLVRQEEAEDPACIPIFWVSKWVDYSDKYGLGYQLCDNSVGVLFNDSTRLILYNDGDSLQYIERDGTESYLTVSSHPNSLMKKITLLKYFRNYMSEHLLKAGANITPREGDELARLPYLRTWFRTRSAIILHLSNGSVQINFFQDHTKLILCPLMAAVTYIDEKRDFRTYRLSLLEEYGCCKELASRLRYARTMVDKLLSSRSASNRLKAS
D3 ag: qHTS of D3 Dopamine Receptor Agonist: qHTS. D(3) dopamine receptor (Homo sapiens), P35462. D3R DiscoveRx beta-arrestin cells, luminescence, 90 min. max activation, %. 0.58% of 410,000 active. AID 652048, 2013; in the data active means max activation above about 30%; further: 0% is about no effect; mostly tested at two doses, the higher about 12 µM
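Agonist-mode cell screen: cells plated at 1500/well and incubated overnight at 37 °C, then exposed to library compounds for 90 min at 37 °C. Detection reagent was added for 30–60 min at room temperature, and luminescence was read.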
PI5P4Ka inh: qHTS for Inhibitors of phosphatidylinositol 5-phosphate 4-kinase (PI5P4K); Phosphatidylinositol 5-phosphate 4-kinase type-2 alpha (Homo sapiens), P48426; PI5P4Kalpha enzyme, ADP-Glo luminescence, 60 min; active compounds read low; max response, %; 1.2% of 330,000 active; active means max response of -50% or lower; inconclusive means between -30% and -50%; inactive means -30% or higher; further: value at the top dose of about 77 µM; on the % scale 0 is the no-effect control and ±100 the full control effect
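PI5P4Kalpha ADP-Glo assay; 5 microM ATP final; 60 min RT reaction; HEPES pH 7.4/EGTA/CHAPS, 5% DMSO; controls lacking substrate or enzyme; luminescent end-point.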
GLP1R cytotox: qHTS of GLP-1 Receptor Inverse Agonists: Cytotox Screen; 0.13% of 410,000 active; Potency, µM (doses to about 38.3 µM), inactives show at the top dose activity change, negative = inhibition, most hits filed as inhibitors; HEK293 cAMP-luciferase reporter cells, luminescence, 24 h;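 further: loss of luciferase light is scored as toxicity; potency means the concentration at half of the fitted maximal effect; on the % scale 0 is the no-effect control and ±100 the full control effect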
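A 23 nL compound transfer followed 12 hours of cell culture at 37 deg C; exposure then lasted 24 hr. Luciferase assay detection reagent was dispensed and plates read for luminescence after a 12 min room-temperature wait.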
GLP1R inv ag: qHTS of GLP-1 Receptor Inverse Agonists (Inhibition Mode) | HEK293 GLP-1R CRE-luciferase, luminescence, 24 h; GLP-1R form is constitutively active | Potency, µM (series often up to 38.3 µM), for inactives: at the top dose activity change, negative = inhibition, hits mostly inhibitors | 1.6% of 410,000 active | AID 624417, 2012; further: potency means the concentration at half of the fitted maximal effect; on the % scale 0 is the no-effect control and ±100 the full control effect; nearly all actives have a fitted effect of over 55% in size
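HEK293 cells stably co-expressing a cAMP-responsive luciferase reporter and constitutively active GLP-1R were seeded, incubated 12 h, then exposed to compounds for 24 h at 37 C. Luminescence was read 12 min after detection reagent; inverse agonists lower signal.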
GLP-1R agonist: qHTS of GLP-1 Receptor Agonists | Glucagon-like peptide 1 receptor (Homo sapiens), P43220 | HEK293 GLP-1R CRE-luciferase, luminescence, 4-6 h; cells express a hypersensitive GLP-1R form | Potency, µM (top dose mostly 45.6 µM), without a hit: at the top dose activation, hits mostly activators | 0.007% of 380,000 active | AID 624172, 2012; further: potency means the concentration at half of the fitted maximal effect; % of control where 0% means no effect
* = called active by the depositor; ? = inconclusive; / = not tested or not shown; & = joins results of further samples; [ ] = dose if it differs, or a comment. Unless noted, the call rests on the fitted dose curve; in most records, active means well fitted curve in the direction sought with a large enough effect; inconclusive means small, poorly fitted or top-dose-only effect, or another doubt; inactive means no such curve, though single readings can be large; an effect the other way counts as inactive or inconclusive. Compounds as they come. About 7.8% of those tested had a hit in this group.

Results follow in this order: GLP-1R agonist	PLK1 PBD inh	IL2 activator	D3 ag	DRD3 antagonist	GLP1R cytotox	PI5P4Ka inh	GLP1R inv ag	WRN inhibitor
> O=C(NCC(=O)N1CCN(c2ccccc2F)CC1)c1ccc(Br)o1
  6%	-7%	-0.7	-7	2	-1%	1	-21%	1%
> Cc1ccc(NC(=O)c2cc3ccccc3cc2O)cc1
  -5%	3%	0.9	8	39	76%[activator]	0	?	-1%
> CSCCC(NC(=O)c1ccccc1Br)C(=O)NNC(=O)c1cc(C)oc1C (stereo not drawn)
  3%	2%	1.1	-2	12	-1%	-12	-4%	-4%
> CCOC(=O)N(C)C[C@H]1OCc2cnnn2CCCC(=O)N([C@@H](C)CO)C[C@H]1C
  13%	-18%	-0.3	-4	12	-9%	-2	1%	-3%
> C=CCc1cccc2cc(C(=O)Nc3ccc(F)cc3)c(=O)oc12
  -1%&-3%	-12%	-2.2	6&0	5	-1%&-8%	-5	22%&4%	7%
> Cc1ccc(S(=O)(=O)NC(=O)C2(C)CCN2C(=O)C2CCCCC2)nc1 (stereo not drawn)
  -4%	3%	-0.3	2	14	0%	-5	10%	6%
> COc1ccccc1N1CCN(Cc2nc(N)nc(Nc3ccc(C)c(Cl)c3)n2)CC1
  -24%	-11%	-1.2	-11	-5	15%	-17	2.2µM*	-15%
> CCOC(CNC(=O)c1cccc([N+](=O)[O-])c1)OCC
  1%	4%	0.4	3	25	3%	8	3%	-2%
> COc1ccc(N=Nc2cc(C)ccc2O)cc1
  2%	-15%	-2.5	2	1	-26%	20	12%	-7%
> CCCC(=O)Nc1c(-c2cccc(C)c2)c(=O)c2ccccc2n1C
  10%	-6%	1.6	3	22	5%	3	17%	22%
> O=S(=O)(c1ccc(F)cc1)c1nc(-c2ccc(F)cc2)oc1NCCN1CCOCC1
  4%	-6%	1.0	-13	-14	-11%	9	-13%	6%
> Cn1c(=O)c2[nH]c(C(O)c3ccc(Cl)cc3)nc2n(C)c1=O (stereo not drawn)
  9%	-7%	1.6	4	2	46%[activator]	17	-13%	?
> COc1ccc(C(=O)NC(=S)Nc2ccc3oc(=O)ccc3c2)cc1[N+](=O)[O-]
  -10%	-8%	-0.3	-7	-27	12%	-14	55%[activator]	-28%
> CCOC(=O)c1sc2nc(CSc3ccccc3)nc(N3CCCN(C)CC3)c2c1C
  9%	-10%	-2.0	-4	-62*	?	2	?	5%
> CC(C)c1ccc(CN2CCC(C)(Oc3ccc(Cl)cc3)C2)cc1 (stereo not drawn)
  -6%	9%	-0.5	-10	-2	6%	6	-19%	-7%

Next section:
Results follow in this order: GLP-1R agonist	PLK1 PBD inh	IL2 activator	D3 ag	DRD3 antagonist	GLP1R cytotox	PI5P4Ka inh	GLP1R inv ag	WRN inhibitor
> CC(C)CC(OC(=O)c1cccs1)C(=O)NCc1ccco1 (stereo not drawn)
  -4%	?	-0.8	-3	0	-6%	?	-15%	-18%[57.1 µM]
> COC(=O)[C@@]12CCCN1[C@H](c1ccc(-c3ccc(F)cc3)cc1)[C@H]1C(=O)N(C)C(=O)[C@H]12
  -3%	9%	1.3	0	1	-14%	4	13%	-2%
> Cc1ccc(-c2csc(C3=C(O)CN(NC(=O)c4ccco4)C3=N)n2)cc1
  1%	4%	-3.8	12	21	-17%	-1	-2%	-15%
> CC(=O)c1ccc(C(=O)N2CCCC(C(=O)c3ccc(Cl)cc3)C2)s1 (stereo not drawn)
  -1%	-5%	-2.0	-2	-1	13%	5	-3%	-7%
> COC(=O)Nc1ccc(S(=O)(=O)N2c3ccccc3CCC2C)cc1 (stereo not drawn)
  2%	-12%	-2.4	-9	-26	?	/	?	-11%
> O=C(NNC(=O)c1ccccc1Br)c1ccc(Cl)cc1
  -8%	-10%	-1.6	-7	-12	-20%	/	10%	-5%
> O=C(c1ccc(CSCc2ccccc2F)o1)N1CCN(c2ccc(N3CCOCC3)nn2)CC1
  9%	-23%	0.2	-5	5	0%	2	-23%	-7%
> CCOC(=O)CSC1=C(C#N)C(c2ccc3c(c2)OCO3)CC(=O)N1 (stereo not drawn)
  -3%	-17%	0.0	4	-14	?	3	?	-1%
> Cn1ccnc1SCc1nc2c(cnn2-c2ccccc2)c(=O)[nH]1
  4%	1%	-4.5	-3	15	1%	4	-5%	-9%
> CC(C)N(C#N)c1nc(N2CCOCC2)nc(N2CCOCC2)n1
  1%	-4%	1.0	3	22	-1%	5	1%	1%
> O=S(=O)(c1ccc(Cl)s1)N1CCNCC1
  4%	-4%	1.6	-6	-4	33%[activator]	6	11%	-9%
> CCC(CC)c1nnc(NC(=O)Cc2c[nH]c3ccccc23)s1
  1%	2%	-3.4	-7	23	-15%	6	?	-2%
> CCN(Cc1ccc2c(c1)OCCO2)C(=O)CN1C(=O)NC2(CCCCC2)C1=O
  10%	2%	-2.8	-17	-22	-8%	-4	1%	0%
> COc1ccc(C=C(c2ccc(OC)cc2)c2ccc(OC)cc2)cc1
  -12%	2%	-0.3	-4	-7	31%[activator]	15	-93%	0%
> Cc1noc(C)c1CSCC(=O)Nc1nnc(CC(C)C)s1
  3%	-12%	-2.8	6	-2	-6%	-8	17%	-9%

The list goes on:
Results follow in this order: GLP-1R agonist	PLK1 PBD inh	IL2 activator	D3 ag	DRD3 antagonist	GLP1R cytotox	PI5P4Ka inh	GLP1R inv ag	WRN inhibitor
> CC(=O)Nc1cccc(NC(=S)Nc2ccc(F)cc2F)c1
  9%	-17%	-0.2	9	1	-4%	0	4%	-6%
> Cc1ccccc1OCC(=O)O/N=C(\N)Cc1cccs1
  ?	-10%	-0.4	-5	-8	29%	/	127%[activator]	-5%
> Cc1cccc(C(=O)NCCNC(=O)c2ccccn2)c1
  5%	1%	0.1	6	3	-2%	-2	-1%	7%
> Cc1nn(Cc2noc(C(=O)NCCCn3ccnc3)n2)c(C)c1Br
  -5%	0%	-1.6	5	-3	-3%	-2	-5%	0%
> O=S(=O)(c1ccccc1)N1CCc2ccccc21
  0%	12%	0.8	-5	16	15%	-3	-1%	-21%
> Cc1cc(=O)oc2c(C)c(OCC(=O)Nc3cccnc3)ccc12
  16%	2%	-2.2	4	-13	0%	1	56%[activator]	-2%
> COC(=O)C(=O)C/C(=N/Nc1ncnc2ccccc12)c1ccc(Cl)cc1
  4%	-2%	-4.8	-3	?	-1%	0	8%	-16%
> CCc1ccc(CCC(=O)Nc2sc(C)c(C)c2C(=O)OC)o1
  3%	-6%	-1.9	-11	-8	10%	/	?	-12%
> COc1ccc(-c2csc(C(C)(O)c3ccc(F)c(F)c3)n2)cn1 (stereo not drawn)
  9%	0%	-0.6	-4	10	-18%	21	?	-3%
> Cc1ccc(S(=O)(=O)N2CCCN(S(=O)(=O)c3ccc(C)c(C)c3)CC2)cc1C
  -4%	2%	-0.5	2	-6	1%	-4	1%	0%
> CC(C)Sc1nnc([C@H](Cc2ccccc2)NC(=O)OC(C)(C)C)o1
  19%	24µM*	-3.5	-11	-16	6%	-21	?	-13%
> Nc1c(Br)cc2c([nH]c(=O)c3ccccc32)c1Br
  0%	-4%	0.9	3	5	0%	-66*	104%[activator]	-28%
> O=C(c1ccc2ccccc2c1)c1c[nH]cc1-c1ccccc1
  -2%	-12%	-1.4	9	-7	-21%	1	-21%	-2%
> Cc1cc(C)cc(OCC(=O)NNC(=S)NC(=O)C2CC2)c1
  -6%	-15%	-2.6	-6	-3	2%	-15	-19%	1%
> COc1ccc(N(Cc2cc3ccccc3[nH]c2=O)S(=O)(=O)c2ccc(C)cc2)cc1
  11%	7%	-2.2	-9	-12	-11%	-1	-5%	-3%

The list continues:
Results follow in this order: GLP-1R agonist	PLK1 PBD inh	IL2 activator	D3 ag	DRD3 antagonist	GLP1R cytotox	PI5P4Ka inh	GLP1R inv ag	WRN inhibitor
> CN(Cc1ccccc1)C(=O)COC(=O)C1CCN(S(=O)(=O)c2ccc(Cl)c(C(F)(F)F)c2)CC1
  11%	1%	1.1	1	-3	3%	25	-25%	-9%
> COc1ccc(OCC(=O)N2CCN(C(=O)c3cccc4ccccc34)CC2)cc1
  -3%	0%	1.3	5	-9	-2%	/	0%	0%
> CCOC(=O)c1c(C)n(C)c2ccc(OC)c(NC(=O)CN3CCC(C(=O)OCC)CC3)c12
  5%	1%	0.5	5	8	1%	-2	13%	-8%
> COc1ccc(NC(=O)CSc2nnc(CC(=O)Nc3ccc(F)cc3)n2C)cc1
  4%	-3%	0.1	4	-3	21%	4	8%	2%
> CS/C(=N/S(=O)(=O)c1ccc(C)cc1)c1ccccc1
  3%	?	-4.1	7	10	-3%	6	-21%	-12%
> Nn1c(COc2cccc(Br)c2)nnc1SCC(=O)N1CCc2ccccc2C1
  -6%	-9%	0.0	-6	4	-25%	-7	?	0%
> CCOC(=O)c1[nH]c2c(OCC)nc(OCC)nc2c1Br
  1%	-7%	-0.2	-2	23	4%	-9	9%	-6%
> COCCNC(=O)CN(c1ccc(F)cc1)S(=O)(=O)c1ccc2c(c1)OCCO2
  9%	-9%	0.3	-6	-10	-7%	-3	-2%	10%
> O=C(O)CCCCCCCCc1cn(Cc2ccc(C(=O)c3ccccc3)cc2)nn1
  -1%	-18%	0.2	-33	-14	?	0	?	-9%
> C=CCNS(=O)(=O)c1cc(S(=O)(=O)NCC=C)c(OC)cc1OC
  -1%	?	2.1	5	-14	12%	-8	15%	11%[57.1 µM]
> C/C=C\C=C/C(=O)Nc1cccc(C2=NOC3(C2)C[C@H](C(N)=O)N(C(=O)c2ccc(OC)cc2)C3)c1 (stereo partly drawn)
  15%	?	2.9	8	?	-4%	?	0%	-19%[11.6 µM]

Screens from PubChem BioAssay.
